p53null 32C tox – kills p53 null cells at the permissive temperature; H1299-neo p53 null cells, ATP luminescence, 24 h, 32C; Potency, µM (titrated, usually from 46.1 µM), inactives show top-dose activity change, negative = cytotoxicity, actives largely listed as cytotoxic; hit rate 0.62% among 55,000;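 note: potency is the fitted concentration of half-maximal effect; 0% = DMSO only and -100% = full killing by 100 µM tamoxifen; nearly all actives have a fitted effect of over 55% in size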
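AC50 values derive from Hill modelling of qHTS concentration-response data (up to 46 uM) in H1299-neo cells. Cells were treated 24 h at 32C following overnight attachment at 37C; viability was read as cellular ATP.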
FH mod – Identification of activators of human fumarate hydratase by quantitative high-throughput screening | Fumarate hydratase, mitochondrial (Homo sapiens), P07954 | FH coupled MDH/diaphorase resazurin fluorescence, 15 min | Potency, µM (series often up to 79.9 µM), for the others: at the highest dose activity change, negative = inhibition, most hits filed as inhibitors | hit rate 0.22% among 54,000; note: potency is the fitted concentration of half-maximal effect; % is set by controls: 0 for no effect and ±100 for the full control effect; the screen sought activators but most active calls are inhibition curves; nearly all actives have a fitted effect of over 45% in size
Target sequence (P07954 whole entry, looked up): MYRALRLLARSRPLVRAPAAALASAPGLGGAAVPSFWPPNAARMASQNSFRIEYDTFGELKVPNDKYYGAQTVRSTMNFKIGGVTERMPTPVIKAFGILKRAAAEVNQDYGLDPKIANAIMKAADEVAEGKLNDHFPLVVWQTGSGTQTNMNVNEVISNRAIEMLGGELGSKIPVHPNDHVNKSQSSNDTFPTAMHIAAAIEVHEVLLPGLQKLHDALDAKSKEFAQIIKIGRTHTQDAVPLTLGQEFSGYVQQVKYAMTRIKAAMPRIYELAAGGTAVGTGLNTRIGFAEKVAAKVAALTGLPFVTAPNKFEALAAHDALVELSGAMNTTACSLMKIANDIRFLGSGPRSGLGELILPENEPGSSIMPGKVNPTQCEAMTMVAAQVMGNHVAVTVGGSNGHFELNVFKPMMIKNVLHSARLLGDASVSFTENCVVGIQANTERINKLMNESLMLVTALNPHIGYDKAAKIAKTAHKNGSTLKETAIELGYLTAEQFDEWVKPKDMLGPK
p53null 39C kill – selectivity test: cytotoxicity in p53 null cells, nonpermissive temperature. Potency, µM (titrated, usually from 46.1 µM), for the others: top-dose activity, negative = cell killing, usual class: cytotoxic. AID 904. hit rate 0.97% among 55,000. H1299 p53-null (neo) cells, 39C, ATPlite viability, 24 h;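 note: potency is the fitted concentration of half-maximal effect; 0% = DMSO only and -100% = full killing by 100 µM tamoxifen; nearly all actives have a fitted effect of over 50% in size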
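Luminescent ATP signal reported cell survival after H1299 lines (neo, p53 null; or p53 A138V) received up to 46 uM compound and 24 hr incubation at 39C.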
NTMT1 inh – blocks human N-terminal methyltransferase 1 activity; Q9BV86; NTMT1 MTase-Glo SAH luminescence, purified enzyme; hit rate 2.5% among 59,000; AID 1645870; Potency, µM (series often up to 114 µM), without a hit: top-dose activity change, negative = inhibition, most hits filed as inhibitors;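 note: potency is the fitted concentration of half-maximal effect; plate controls were DMSO vehicle for no effect and no enzyme for full effect; nearly all actives have a fitted effect of over 65% in size; many of its hits are not listed in these tables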
Target sequence (Q9BV86 whole entry, looked up): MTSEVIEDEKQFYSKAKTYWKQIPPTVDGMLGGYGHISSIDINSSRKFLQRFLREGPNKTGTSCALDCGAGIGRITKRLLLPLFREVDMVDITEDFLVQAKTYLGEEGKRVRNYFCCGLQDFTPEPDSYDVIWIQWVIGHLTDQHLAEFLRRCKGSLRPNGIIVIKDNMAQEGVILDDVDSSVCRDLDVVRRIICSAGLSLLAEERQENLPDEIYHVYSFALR
GALK inhibitor – inhibitors of human galactokinase (GALK); Potency, µM (highest dose often 57.5 µM), for inactives: at the top dose activity, negative = inhibition, most hits filed as inhibitors; 44,000 tested, under 10 active; recombinant GALK, Kinase-Glo ATP luminescence, 1 h; AID 1347072;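 note: plate controls were full GALK reaction for no effect and reaction lacking GALK for full effect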
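Human GALK (5 nM) was incubated with 35 uM ATP and 100 uM galactose in 20 mM HEPES pH 8.0 with MgCl2, NaCl, DTT and BSA for 1 h at room temperature. Remaining ATP was measured by Kinase-Glo Plus luminescence.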
TSG101-PTAP inh – blocks PTAP binding to human TSG101, validation; Q99816; Fluorescence polarization, FITC-PTAP peptide/Tsg101, 20 min; AID 1347069; Potency, µM (series often up to 115 µM), for inactives: at the top dose activity change, negative = inhibition, hits mostly inhibitors; 44,000 tested, under 10 active; note: potency is the fitted concentration of half-maximal effect; 0% is about no effect
Target sequence (Q99816 whole entry, looked up): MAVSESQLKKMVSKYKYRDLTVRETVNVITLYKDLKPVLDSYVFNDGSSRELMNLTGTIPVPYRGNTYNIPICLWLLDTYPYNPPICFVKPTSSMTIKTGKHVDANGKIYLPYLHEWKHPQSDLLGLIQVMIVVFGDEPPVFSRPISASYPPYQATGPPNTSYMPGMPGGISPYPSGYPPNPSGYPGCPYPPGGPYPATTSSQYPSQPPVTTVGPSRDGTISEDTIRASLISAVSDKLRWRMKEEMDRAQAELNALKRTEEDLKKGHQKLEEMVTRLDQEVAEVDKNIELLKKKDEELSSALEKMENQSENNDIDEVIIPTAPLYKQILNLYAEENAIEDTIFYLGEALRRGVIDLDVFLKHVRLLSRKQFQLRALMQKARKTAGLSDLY
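Read-out is FITC fluorescence polarization. Compounds were added to Tsg101 binding domain (10 uM final), then FITC-PTAP peptide (50 nM final), 20 min at r.t. Total S+P intensity flags fluorescent compounds.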
B2AR arrestin ag – ADRB2 beta-arrestin recruitment; P07550; HTLA Tango cells, beta-arrestin recruitment, luciferase luminescence, 18 h; Potency, µM (doses to about 46.1 µM), for inactives: at the highest dose activation, usual class: activators; 44,000 tested, under 10 active;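 note: potency is the fitted concentration of half-maximal effect; 0% = DMSO and full agonism = EC100 isoproterenol or metaproterenol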
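Tango cells expressing recombinant beta2-AR and beta-arrestin were treated with compounds (up to 46 microM titration) in DMEM with 1% FBS for 18 hr at 37 degrees C. Beta-arrestin recruitment drove tTA-dependent luciferase, read by luminescence; curves were fitted and classed.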
An asterisk follows results filed as active; ? = inconclusive; . = no result given; & = joins results of further samples; [ ] = dose if it differs, or a comment. Calls come from the whole dose curve; as a rule, active = well fitted curve in the direction sought with a large enough effect; inconclusive = small, poorly fitted or top-dose-only effect, or another doubt; inactive = no such curve, though single readings can be large; an effect the other way counts as inactive or inconclusive. A portion of the library (hit frequency here may not be typical).

Molecule | p53null 32C tox | FH mod | p53null 39C kill | NTMT1 inh | GALK inhibitor | TSG101-PTAP inh | B2AR arrestin ag
CCCCN(C)CC(O)Cn1cc(/C=C/C(=O)c2ccc(Br)cc2)c2ccccc21 (stereo not drawn) | ? | -11% | 13µM* | -2% | 6% | 17% | -3%
CCC1CN(C(=O)N2CCC(C(=O)Nc3cc(C)ccc3C)CC2)c2ccccc2O1 (stereo not drawn) | 34%[activator] | 1% | 48%[activator] | -1% | 0% | 0% | 0%
COc1ccc(C(CC(=O)Nc2ccc(C(C)=O)cc2)N2Cc3ccccc3C2=O)cc1 (stereo not drawn) | -9% | -11% | 1% | 8% | -2% | -2% | 1%
Cc1cccc2c1-c1sc(C(=O)N3CCN(c4ccc(F)cc4)CC3)cc1CO2 | -10% | -8% | -8% | -10% | 5% | -2% | 0%
CCc1cccc(C)c1NC(=O)C(CC)n1nc(C)c2c(C)n(-c3ccccc3)nc2c1=O (stereo not drawn) | 1% | 5% | 1% | 7% | -2% | -3% | 0%
COc1cccc(Cn2nnc3c(=O)[nH]c(C4CCCN(C(=O)c5ccccc5Cl)C4)nc32)c1 (stereo not drawn) | 9% | 5% | -8% | -4% | 7% | 0% | -2%
COc1ccc(-c2cc(NCc3ccc(C)cc3)n3cnnc3n2)cc1 | -5% | -4% | ? | -10% | -3% | -10% | 1%
Cc1ccccc1C(=O)Nc1ccc2nc(Nc3cccc(C(F)(F)F)c3)cc(C)c2c1 | 15% | -28% | -21% | -11% | 0% | 1% | 0%
COc1ccc2c(CNCc3cccs3)c(C(=O)O)n(Cc3ccc(F)cc3Cl)c2c1 | -9% | ? | 8% | 17% | 0% | 4% | 0%
COc1ccc(C(=O)NCCc2csc(-c3ccc(Cl)cc3)n2)c(OC)c1 | 49%[activator] | 35µM* | ? | ? | -1% | 0% | -1%
COc1ccc(C2c3c(n(C)c4ccccc34)C(=O)N2CC(=O)Nc2c(C)cc(C)cc2C)cc1 (stereo not drawn) | 10% | -19% | 11% | -10% | 0% | 0% | 1%
CCOC(=O)c1cc(S(=O)(=O)N2CCN(c3cc(Cl)ccc3C)CC2)[nH]n1 | -7% | ? | -1% | -20% | -2% | -3% | 0%

4 successive compounds from above, for reference:
Molecule | p53null 32C tox | FH mod | p53null 39C kill | NTMT1 inh | GALK inhibitor | TSG101-PTAP inh | B2AR arrestin ag
CCCCN(C)CC(O)Cn1cc(/C=C/C(=O)c2ccc(Br)cc2)c2ccccc21 (stereo not drawn) | ? | -11% | 13µM* | -2% | 6% | 17% | -3%
CCC1CN(C(=O)N2CCC(C(=O)Nc3cc(C)ccc3C)CC2)c2ccccc2O1 (stereo not drawn) | 34%[activator] | 1% | 48%[activator] | -1% | 0% | 0% | 0%
COc1ccc(C(CC(=O)Nc2ccc(C(C)=O)cc2)N2Cc3ccccc3C2=O)cc1 (stereo not drawn) | -9% | -11% | 1% | 8% | -2% | -2% | 1%
Cc1cccc2c1-c1sc(C(=O)N3CCN(c4ccc(F)cc4)CC3)cc1CO2 | -10% | -8% | -8% | -10% | 5% | -2% | 0%

(continued)
Molecule | p53null 32C tox | FH mod | p53null 39C kill | NTMT1 inh | GALK inhibitor | TSG101-PTAP inh | B2AR arrestin ag
CCOc1ccc(OCC)c(NC(=O)CCc2nc3cccnc3n2-c2ccccc2)c1 | -6% | -10% | -5% | -6% | 5% | 2% | 1%
COc1ccc(C(=O)Nc2nonc2-c2ccc(OC)c(OC)c2)cc1Cl | -8% | 4% | -20% | 14% | 1% | 0% | -2%
COc1ccc(S(=O)(=O)N2CCN(c3ccc(Cl)c(Cl)c3)CC2)c2ccccc12 | -4% | -20% | -10% | -13% | 1% | 2% | 0%
CCCCNC(=O)c1nn(C)c2c1CSc1ccccc1-2 | -2% | -9% | 0% | 79µM* | 0% | 0% | -3%
CCCn1ccc2c(OCC(=O)NCc3ccc(C)cc3)cccc2c1=O | 10% | -9% | -12% | 2% | 1% | -1% | -1%
Cc1ccc(Cl)cc1N1CCN(S(=O)(=O)c2cc(Br)cc3c2N(C(=O)C2CC2)CC3)CC1 | -3% | 0% | -6% | -11% | -3% | -1% | 0%
CCOc1ccc(-n2c(=O)c3c4c(sc3n(Cc3cccc(C)c3)c2=O)CCCC4)cc1 | 0% | -2% | -2% | 5% | 4% | -3% | 1%
CCCNC(=O)CN1C(=O)c2cccnc2Sc2ccccc21 | 2% | 4% | -18% | 7% | 3% | 1% | 0%
CCOC(=O)c1c(C)oc2nc(C)nc(NCc3ccc(OC)cc3)c12 | -7% | 3% | -2% | -5% | 1% | -5% | 0%
COc1cccc(Cn2c(SCc3ccc(C(=O)N4CCCCC4)cc3)nc3ccncc32)c1 | 1% | -2% | -25% | -11% | -1% | -3% | -2%
CCC(C(=O)N1CCN(c2cc(Cl)ccc2C)CC1)n1nc(C)c2sc3ccccc3c2c1=O (stereo not drawn) | -14% | 1% | -24% | -17% | 3% | -1% | -2%
Cc1cc(C)cc(NC(=O)C2CCCN(c3cnccn3)C2)c1 (stereo not drawn) | -2% | -5% | -16% | -5% | 8% | 0% | 0%
Cc1cccc(Cc2c(C)nc3nc(SCc4ccccc4Cl)nn3c2C)c1 | 0% | -8% | 6% | 10% | 5% | 0% | 0%
Cc1cccc(N(CC(=O)Nc2ccccc2C(F)(F)F)S(=O)(=O)c2ccccc2)c1C | -11% | -17% | 8% | ? | 0% | 31%[activator] | 0%
O=C(c1ccc2c(c1)OCO2)c1cn(Cc2ccc(Cl)cc2)c2ccc(F)cc2c1=O | -4% | -8% | -8% | 3% | -1% | -9% | 1%
CCOc1ccc(S(=O)(=O)N2CCC(N3CCN(Cc4ccc(F)cc4)C(=O)C3=O)CC2)cc1 | 9% | . | ? | . | 0% | -4% | -1%
COc1ccc(CCNC(=O)Cn2ncc3c(=O)oc4ccccc4c32)c(OC)c1 | -2% | -8% | -2% | -15% | 8% | -1% | 1%
CCOc1ccc(-c2nnc(SCC(=O)NCc3ccc(C)cc3)nc2-c2ccc(OCC)cc2)cc1 | 2% | ? | 2% | -5% | 6% | 2% | 3%
CC(CCc1ccccc1)NC(=O)Cn1ncc2c3ccccc3n(Cc3cccc(Cl)c3)c2c1=O (stereo not drawn) | -11% | -6% | -14% | ? | 0% | 55%[activator] | -3%
CCNc1c(NC(=O)c2cc(OCC)c(OCC)c(OCC)c2)c(=O)oc2ccccc12 | -1% | 2% | -7% | 5% | 3% | 2% | -2%
O=C(CSc1cn(CC(=O)N2CCOCC2)c2ccccc12)Nc1ccccc1F | -2% | -5% | -20% | 3% | 0% | -1% | -1%
COc1ccc(N2C(=O)CSC23C(=O)N(Cc2cccc(F)c2)c2ccccc23)cc1Cl (stereo not drawn) | 14% | -16% | 47% | 8% | 3% | -3% | 6%
COc1ccc2sc(N(Cc3cccnc3)C(=O)COc3ccccc3)nc2c1 | -9% | -10% | 25% | -13% | -3% | 2% | -2%
Cc1cccc(C)c1OCc1nc2c3c(-c4ccccc4)c(-c4ccccc4)oc3ncn2n1 | 9% | 6% | 23% | 7% | 0% | 0% | 0%
CCc1cc(C(=O)Nc2c(C)nn(Cc3ccccc3Cl)c2C)no1 | 10% | -8% | -6% | 33%[activator] | 2% | 2% | 0%
CCOc1ccc(N(Cc2ccccc2)C(=O)c2nc(S(C)(=O)=O)ncc2Cl)cc1 | ? | -4% | 10µM* | 12% | 9% | 1% | 0%
CCOc1cc(C(=O)N2CCc3c([nH]c4ccccc34)C2c2ccccc2)cc(OCC)c1OCC (stereo not drawn) | 2% | -27% | -2% | 9% | -2% | -3% | -1%
COc1ccc(-c2n[nH]c3c2C(c2ccc(Cl)cc2Cl)NC3=O)cc1 (stereo not drawn) | 9% | -28% | 28% | -7% | -2% | -13% | 0%
Cc1cccc(C(=O)Nc2sc3c(c2C(=O)NCc2ccco2)CCCC3)c1 | -7% | 1% | 11% | 12% | 1% | -2% | 1%
CCc1nn(CC(=O)NCCCOC)c(=O)c2cc3occc3n12 | -3% | -7% | 2% | 22% | 5% | -4% | -1%
Cc1ccc(C(=O)NC2(C(F)(F)F)N=C(c3ccccc3)N(Cc3ccccc3)C2=O)cc1 (stereo not drawn) | 17% | -25% | -8% | -1% | 0% | -4% | 0%
Oc1c(C(c2ccccc2)N2CCOCC2)sc2nc(-c3ccco3)nn12 (stereo not drawn) | 3% | 0% | 18% | -1% | 2% | -6% | -4%
CCOc1ccc(OC(=O)c2cn(-c3ccc(C)cc3)c(=O)c3ccccc23)cc1 | -11% | -18% | 44%[activator] | -4% | -9% | 0% | 1%
O=C1OC(C(=O)Nc2cccc(Br)c2)Cc2ccccc21 (stereo not drawn) | 0% | -2% | -8% | 7% | 4% | -7% | -2%
CC1CCN(S(=O)(=O)c2ccc3c(c2)CCN3C(=O)Nc2ccccc2Br)CC1 | -4% | -11% | -5% | ? | 3% | 1% | -3%
COc1cccc(Cn2c(C)c(CNC3CCCCC3)c(C(=O)O)c2C)c1 | -8% | -16% | 6% | -5% | 4% | -1% | -2%
COc1cccc(CNC(=O)c2cc(S(=O)(=O)N3CCCCCC3)cn2C)c1 | 2% | -6% | -3% | -18% | 0% | 1% | -1%
COc1ccc(Nc2oc(-c3ccc(COc4ccc(OC)cc4)o3)nc2C#N)cc1 | -12% | 3% | -7% | 6% | 1% | 5% | -4%
O=C(c1ccc2c(c1)OCCO2)N(Cc1cccnc1)c1nc2ccc(Cl)cc2s1 | 7% | -3% | -14% | 7% | 1% | -2% | 0%
Cc1cccc(C(=O)Nc2cc3c(cc2N2CCOCC2)n(C)c(=O)n3C)c1 | -4% | ? | -13% | 19% | 1% | 1% | 1%
CCOC(=O)c1[nH]c(C)c(CCC(=O)NCc2ccc(C)cc2)c1C | 0% | 3% | -13% | -4% | 4% | -3% | 0%
O=C(Nc1ccc2c(c1)N(C1CCCC1)C(=O)c1ccccc1S2)c1ccccc1 | ? | -14% | 19% | -22% | 2% | 0% | -1%
Cc1nn2c3c(cnc2c1-c1ccc(Cl)cc1)C(=O)CC(c1ccc(C(C)C)cc1)C3 (stereo not drawn) | . | -6% | . | -14% | -1% | -6% | 1%
C=Cc1ccc(Cn2nc(-c3ccc(C)cc3)ccc2=O)cc1 | 11% | ? | ? | 2% | 1% | -7% | 0%
CCc1ccc(NC(=O)c2cc3ccccn3n2)cc1 | 10µM* | -5% | 7.9µM* | -2% | 1% | -11% | 0%
COc1cc(NC(=O)C2=CC(c3ccco3)=NS(=O)(=O)N2C)cc(OC)c1OC | 2% | -20% | 13% | 3% | 2% | 2% | -3%
Cc1ccc(-n2c3c(c(=O)[nH]c2=O)C(NS(=O)(=O)c2ccc(Cl)cc2)(C(F)(F)F)C(=O)N3)cc1 (stereo not drawn) | 1% | 1% | -18%&1% | 0% | 2% | 5% | 0%
CC(C)CCNC(=O)C(=O)Nc1c2c(nn1-c1ccc(Cl)cc1)CSC2 | -17% | 10% | 8% | 10% | -2% | -1% | -3%
CCCOC(=O)c1c(NC(=O)c2nc3ncccn3n2)sc(C(=O)OCC)c1C | -8% | -16% | -11% | -11% | 1% | -2% | 0%

Compound activity: PubChem, National Center for Advancing Translational Sciences (NCATS)
